Assay outcomes (PubChem)
NRP1-CendR mod = alters CendR peptide binding to human NRP-1; O14786; FAM-RPARPAR peptide binding to NRP-1, fluorescence polarization; inhibition, % at 25 µM; hit rate 0.85% among 360,000;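 active = inhibition or corrected inhibition above about 18%, plus a signal ratio from 0.5 to 1.5, limit read from the data, passing the limit was not always enough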; also: strong numbers were not always called active
SKN-1 inh = C. elegans SKN-1 inhibition. C. elegans VP596 Pgst-4::GFP/RFP ratio, acrylamide-induced, 24 h. inhibition, % at 21.8 µM. hit rate 0.49% among 360,000. AID 624304;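 active = interference check ratio from 0.5 to 1.5 plus GFP to RFP signal ratio inhibition reaching or exceeding a fixed threshold, cut at about 30% in these data, passing the limit was not always enough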; also: some compounds called inactive have numbers as strong as hits
Neddylation inh = inhibitors of human cullin neddylation | TR-FRET cullin neddylation, biochemical | calls only at 25 µM | P61081+Q13564 | hit rate 0.58% among 360,000 | AID 651699; in the data active = inhibition above about 36%
Rin1 Abl inh = blocks binding of human Rin1 to Abl. hit rate 0.4% among 360,000. inhibition, % at 7.35 µM. TR-FRET Rin1/Abl binding, biochemical. P00519+Q13671. AID 588664; in the data active = inhibition above about 5%, passing the limit was not always enough
MsrA inhibitor = bovine MsrA inhibition; purified bovine MsrA, absorbance read-out; inhibition, % at 15.5 µM; hit rate 0.75% among 360,000; AID 651718; in the data active = inhibition above about 4.5%;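 also: 0% = vehicle wells with enzyme and 100% = reference inhibitor wells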
FAS-TE inh = FAS thioesterase (human) inhibition. P49327. recombinant FAS-TE, OMFH fluorogenic substrate, fluorescence endpoint. inhibition, % at 15 µM. hit rate 0.67% among 360,000;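 active = compounds whose normalised, plate-corrected inhibition of enzyme fluorescence in the single-dose primary screen is 50% or more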;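 also: 0% = DMSO with enzyme and 100% = substrate without enzyme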
bovine MsrA act = activates bovine MsrA enzyme. purified bovine MsrA, absorbance read-out. hit rate 0.3% among 360,000. activation, % at 10.6 µM; in the data active = activation above about 7.5%;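 also: 0% = vehicle and 100% = reference activator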
MT1-MMP act inh = MT1-MMP (human) activation inhibition. P50281. HT1080 RFP-PRO-GFP cells, GFP/RFP ratio fluorescence, overnight; percent of plate control window, DMSO zero. GFP/RFP ratio change, % at 20 µM. hit rate 0.061% among 360,000. AID 651647;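 active = GFP/RFP ratio change of at least 30% with cell ATP level not reduced by more than half and red fluorescence within 50% of control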; also: strong numbers were not always called active
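Test system: HT1080 cells expressing an RFP-PRO-GFP fluorescent reporter construct / Compound dosing: single-point 20 µM compound, 1% DMSO / Schedule: cells overnight before dosing, compound overnight, 37 °C, 5% CO2 / Evaluation: GFP/RFP fluorescence ratio / Control set: DMSO and RFP-L50D-GFP cell wells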
E coli Lon inh = inhibitors of E. coli Lon protease; P0A9M0; purified E. coli Lon protease, fluorescence polarization; inhibition, % at 7.94 µM; hit rate 0.42% among 360,000; in the data active = inhibition above about 13%, passing the limit was not always enough;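 also: 0% = enzyme with probe and DMSO and 100% = no enzyme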
Target sequence (P0A9M0 whole entry, looked up): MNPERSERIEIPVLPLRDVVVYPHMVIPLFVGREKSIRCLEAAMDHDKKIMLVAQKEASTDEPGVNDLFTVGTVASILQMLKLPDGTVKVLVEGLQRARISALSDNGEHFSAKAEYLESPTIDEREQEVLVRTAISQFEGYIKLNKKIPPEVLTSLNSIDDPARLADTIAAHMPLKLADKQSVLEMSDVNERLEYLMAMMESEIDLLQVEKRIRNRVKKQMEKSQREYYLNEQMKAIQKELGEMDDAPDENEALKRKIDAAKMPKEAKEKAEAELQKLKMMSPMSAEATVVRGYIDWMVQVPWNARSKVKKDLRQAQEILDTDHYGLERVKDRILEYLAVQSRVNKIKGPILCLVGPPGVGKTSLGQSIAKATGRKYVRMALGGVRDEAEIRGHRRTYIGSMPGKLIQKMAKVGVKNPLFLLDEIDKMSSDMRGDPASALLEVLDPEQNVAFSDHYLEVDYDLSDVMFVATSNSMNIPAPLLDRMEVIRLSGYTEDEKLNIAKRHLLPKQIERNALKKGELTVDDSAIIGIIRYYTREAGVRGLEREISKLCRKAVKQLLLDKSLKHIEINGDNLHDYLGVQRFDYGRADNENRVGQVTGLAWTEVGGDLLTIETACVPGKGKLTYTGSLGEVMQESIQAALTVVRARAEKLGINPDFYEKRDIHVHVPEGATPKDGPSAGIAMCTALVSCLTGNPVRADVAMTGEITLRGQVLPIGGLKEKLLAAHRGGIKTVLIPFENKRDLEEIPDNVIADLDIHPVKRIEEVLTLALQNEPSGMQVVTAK
The depositor's hits bear a star; i = inactive; . = not tested or not shown.

item	smiles	MsrA inhibitor	Rin1 Abl inh	bovine MsrA act	Neddylation inh	NRP1-CendR mod
1	CC1CC2OC(=O)C3(C)CCCC(C)(C23)C1(O)CCc1ccoc1 (configuration not stated)	0.5	-2	-2	i	-1
2	Cc1ccccc1C(=O)Nc1nnc(-c2cccnc2)o1	-0.4	-3	-4	i	2
3	CCOC1=C2CN(S(=O)(=O)c3ccc(C)cc3)[C@H](c3ccccc3)C[C@H]2[C@H]2C(=O)N(c3ccccc3)C(=O)[C@H]2C1	-1.6	-2	-3	i	9
4	CC1CC(C)CN(S(=O)(=O)c2ccc(C(=O)OCC(=O)Nc3ccccc3)cc2)C1 (configuration not stated)	-1.3	-1	0	i	0
5	COCCn1c(SCC(=O)NC2CCCCC2C)nc2ccccc2c1=O (configuration not stated)	0.3	1	-2	i	9
6	CC(C)CC1NC(=O)N(CC(=O)N2c3ccccc3NC(=O)C2(C)C)C1=O (configuration not stated)	2.0	3	-8	i	2
7	C/C(=N\Nc1ccc([N+](=O)[O-])cc1)c1cccc(N)c1	1.4	-5	-4	i	-19
8	O=C(CN1CCCC1)NCC(=O)Nc1ccc(F)cc1	0.7	2	-14	i	16
9	N#Cc1c(NC(=O)CSc2ncc(-c3ccccc3)n2CC2CCCO2)sc2c1CCCC2 (configuration not stated)	0.1	-3	-2	i	12
10	CCOc1ccc2ccc(OCC)c(/C=N/n3cnnc3)c2c1	3.1	-5	-3	i	7
11	CCCc1ccc(OCc2ccc(C(=O)N/N=C/c3cccnc3)o2)cc1	-0.3	2	-4	i	-9
12	CCCCCC1CC(CC(=O)NC(=S)Nc2ccccc2Cl)C(=O)O1 (configuration not stated)	-0.3	0	-8	i	5

item	SKN-1 inh	MT1-MMP act inh	E coli Lon inh	FAS-TE inh
1	7	4	7	-2
2	6	0	-7	-5
3	1	4	3	59*
4	14	1	-13	-2
5	26	-2	6	4
6	-13	4	-6	0
7	9	11	-27	11
8	-9	4	0	-4
9	-6	3	-1	37
10	8	-3	-3	3
11	-11	5	9	-14
12	-8	-3	1	4

Brought forward from above: two compounds; new compounds follow.
item	smiles	MsrA inhibitor	Rin1 Abl inh	bovine MsrA act	Neddylation inh	NRP1-CendR mod
11	CCCc1ccc(OCc2ccc(C(=O)N/N=C/c3cccnc3)o2)cc1	-0.3	2	-4	i	-9
12	CCCCCC1CC(CC(=O)NC(=S)Nc2ccccc2Cl)C(=O)O1 (configuration not stated)	-0.3	0	-8	i	5
13	COc1ccc(-n2nc(C(=O)Nc3ccc4c(c3)OCO4)c3c4ccccc4n(C)c3c2=O)cc1	1.0	0	5	i	5
14	COc1ccc(-c2csc(NC(=S)NC(=O)c3ccc4ccccc4c3)n2)cc1OC	-1.5	-3	-6	i	-5
15	COc1ccc(-c2cc3ccc(OCc4nn[nH]n4)cc3oc2=O)cc1	6.9*	-4	-8	i	-7
16	CN(C)c1ncnc2c1ncn2[C@H]1CN(Cc2ccc(Cl)cc2)C[C@@H](CO)O1	-0.6	6.9*	1	i	-11
17	c1ccc(-c2ccc(CN3CCSCC3)cc2)cc1	0.8	1	-6	i	-7
18	N#Cc1cnn(CC2CCCCC2)c1N	-0.8	1	1	i	-10
19	CCCc1c(C(=O)N/N=C(\C)c2ccccc2O)nnn1-c1nonc1N	1.5	4	-3	i	16
20	CC(C)CCN1C(=O)CSCC1(C)C(=O)Nc1ccc2c(c1)OCCO2 (configuration not stated)	-0.2	.	.	i	6
21	C#CC[N+](C)(C)CCCCCCCCCC	-0.8	-2	0	i	-10
22	COc1ccc(CCC(=O)N2CCCC(Nc3ccc(OC)cc3)C2)cc1 (configuration not stated)	0.7	-3	1	i	-49
23	COc1ccc(C2(C#N)CCC(=O)N2c2ccccc2)cc1 (configuration not stated)	0.6	-1	-1	i	-7
24	O=C(CSc1ncccn1)Nn1cnnc1	-0.7	-4	-4	i	-4

item	SKN-1 inh	MT1-MMP act inh	E coli Lon inh	FAS-TE inh
11	-11	5	9	-14
12	-8	-3	1	4
13	8	-2	-7	29
14	-29	4	-28	18
15	-7	5	8	-6
16	9	2	-12	-7
17	2	2	2	11
18	7	3	6	-7
19	-8	3	-21	6
20	-6	2	.	.
21	2	-14	-8	-3
22	-7	-4	5	-2
23	2	5	1	-4
24	-22	-1	0	-7

Entries above printed as active in MsrA inhibitor:
entry | Compound | MsrA inhibitor | Rin1 Abl inh | bovine MsrA act | Neddylation inh | NRP1-CendR mod | SKN-1 inh | MT1-MMP act inh | E coli Lon inh
15 | COc1ccc(-c2cc3ccc(OCc4nn[nH]n4)cc3oc2=O)cc1 | 6.9* | -4 | -8 | i | -7 | -7 | 5 | 8

The list goes on:
item	smiles	MsrA inhibitor	Rin1 Abl inh	bovine MsrA act	Neddylation inh	NRP1-CendR mod
25	CCc1ccc(NC(=S)N2CCC(NC(=O)C3CCCCC3)CC2)cc1	0.6	0	-2	i	1
26	COc1ccc(/C=C/C(=O)OC(C)CN2CCCCC2)cc1 (configuration not stated)	1.2	0	-4	i	2
27	COc1ccc(/C=C/C(=O)NC(C)CCc2ccccc2)cc1OC (configuration not stated)	2.0	0	-2	i	-3
28	COc1ccc(NC(=O)COC(=O)C2CC(=O)N(CCc3ccc(OC)c(OC)c3)C2)cc1Cl (configuration not stated)	-0.5	2	0	i	8
29	Nc1ccc(C(=O)N/N=C/c2c[nH]c3ccccc23)cc1	3.7	2	-4	i	5
30	c1ccc(OCCCc2nc(-c3ccncc3)no2)cc1	-0.2	0	-4	i	-3
31	COc1cc(NC(=O)COc2ccccc2)ccc1NC(=O)c1ccco1	1.4	7	-5	i	1
32	O=C(NCc1ccccc1F)C12CC3CC(CC(C3)C1)C2	1.1	0	-6	i	3
33	COCCn1c(=O)c2c(nc3n2CCCN3CCc2ccc(OC)c(OC)c2)n(C)c1=O	-1.2	-5	0	i	16
34	Nc1cccc(-c2cnc3ccccc3n2)c1	1.3	-6	-1	i	7
35	COc1ccc(CCNC(=O)CCSCc2ccccc2F)cc1OC	0.9	3	-1	i	-14
36	O=C(CCc1ccccc1)NC1CCSC1=O (configuration not stated)	0.5	1	3	i	0

item	SKN-1 inh	MT1-MMP act inh	E coli Lon inh	FAS-TE inh
25	17	-2	4	-6
26	13	-3	-4	-5
27	0	-2	-6	6
28	8	4	-17	-6
29	2	6	-6	-4
30	21	-2	-5	-3
31	9	1	6	0
32	-6	1	-2	0
33	-3	4	3	-4
34	16	3	0	-2
35	0	1	1	-4
36	47*	2	-2	-2

Overlap with the part before: two entries; new compounds follow.
item	smiles	MsrA inhibitor	Rin1 Abl inh	bovine MsrA act	Neddylation inh	NRP1-CendR mod
35	COc1ccc(CCNC(=O)CCSCc2ccccc2F)cc1OC	0.9	3	-1	i	-14
36	O=C(CCc1ccccc1)NC1CCSC1=O (configuration not stated)	0.5	1	3	i	0
37	O=C1NC(=Nc2ccccc2)SC1Cc1cccc(Cl)c1Cl (configuration not stated)	0.6	1	-6	i	-3
38	CC1(C)C2(C#N)C(N)=NC3(OCCO3)C12C#N (configuration not stated)	-0.4	0	-3	i	1
39	O=C(c1ccc(F)cc1)N1CCN(c2cc(=O)[nH]nc2-c2ccccc2)CC1	0.7	-2	-2	i	6
40	NC(=O)c1c(NC(=O)Cn2cnc([N+](=O)[O-])n2)sc2c1CCCC2	1.9	-3	-2	i	-22
41	CCCCN(C(=O)c1ccc(Br)o1)C1CCS(=O)(=O)C1 (configuration not stated)	2.7	5	-2	i	-6
42	COc1cccc(CN(C)CCCn2ccc(NC(=O)OCc3ccccc3)nc2=O)c1	0.5	4	-1	i	-14
43	CCOC(=O)C1=C(C)Nc2ccccc2N=C1NC(=O)C(c1ccccc1)c1ccccc1	0.6	2	-1	i	8
44	COc1ccc(C(CNC(=O)c2cccc(S(=O)(=O)N3CCc4ccccc43)c2)N(C)C)cc1 (configuration not stated)	1.2	2	-3	i	16
45	Cc1ccc(OCCn2ncc3ccccc3c2=O)c(C)c1	-0.4	0	1	i	9
46	CCOC(=O)c1c(C)n(C)c2ccc(O)c(CN3CCCCC3)c12	-0.3	-1	-3	i	-1
47	Cc1cnc(C(=O)OCc2ccc(C#N)cc2)cn1	-0.1	-1	-2	i	3
48	CCc1cc(C(=O)OC)c(N2C(=O)C3C4C=CC(C4)C3C2=O)s1 (configuration not stated)	3.5	-2	0	i	-1

item	SKN-1 inh	MT1-MMP act inh	E coli Lon inh	FAS-TE inh
35	0	1	1	-4
36	47*	2	-2	-2
37	14	1	-8	-9
38	17	7	13	-4
39	-16	6	-5	-2
40	9	-5	5	0
41	19	1	-14	-2
42	-2	2	-1	-9
43	14	-7	-4	22
44	-1	2	-9	4
45	-5	4	9	5
46	11	1	1	-9
47	4	0	0	-8
48	18	-1	-6	-2

Entries from the list above with fluorine, in the order listed:
item	smiles	MsrA inhibitor	Rin1 Abl inh	bovine MsrA act	Neddylation inh	NRP1-CendR mod
8	O=C(CN1CCCC1)NCC(=O)Nc1ccc(F)cc1	0.7	2	-14	i	16
32	O=C(NCc1ccccc1F)C12CC3CC(CC(C3)C1)C2	1.1	0	-6	i	3
35	COc1ccc(CCNC(=O)CCSCc2ccccc2F)cc1OC	0.9	3	-1	i	-14
39	O=C(c1ccc(F)cc1)N1CCN(c2cc(=O)[nH]nc2-c2ccccc2)CC1	0.7	-2	-2	i	6

item	SKN-1 inh	MT1-MMP act inh	E coli Lon inh	FAS-TE inh
8	-9	4	0	-4
32	-6	1	-2	0
35	0	1	1	-4
39	-16	6	-5	-2
